Source: PubChem BioAssay (National Center for Advancing Translational Sciences (NCATS))
p53null 39C kill – selectivity test: cytotoxicity in p53 null cells, nonpermissive temperature. H1299 p53-null (neo) cells, 39C, ATPlite viability, 24 h. Potency, µM (top dose mostly 46.1 µM), without a hit: at the highest dose activity, negative = cell killing, usual class: cytotoxic. actives 0.97% (n = 55,000);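 note: 0% = DMSO only and -100% = full killing by 100 µM tamoxifen; nearly all actives have a fitted effect of over 50% in size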
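H1299 lung cancer cells, p53-null (H1299-neo) or expressing p53 A138V (H1299-p53A138V), were plated overnight at 37C, then exposed to compounds at up to 46 uM for 24 hr at 39C. Viability was read by ATP-based luminescence.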
p53null 32C kill – kills p53 null cells at the permissive temperature. H1299-neo p53 null cells, ATP luminescence, 24 h, 32C. Potency, µM (highest dose often 46.1 µM), inactives show top-dose activity change, negative = cytotoxicity, hits mostly cytotoxic. actives 0.62% (n = 55,000);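 note: 0% = DMSO only and -100% = full killing by 100 µM tamoxifen; nearly all actives have a fitted effect of over 55% in size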
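Cytotoxicity: H1299-neo (no p53), 32C, 24 h treatment. Concentrations up to 46 uM. Readout cellular ATP, luminescence. Normalization to DMSO basal and tamoxifen 100 uM maximal kill.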
The depositor's hits bear a star; ? = inconclusive; [ ] = another dose, or the depositor's remark. Calls come from the whole dose curve; as a rule, active = well fitted cell-killing curve with a large enough effect; inconclusive = small, poorly fitted or top-dose-only effect; inactive = no such curve, though single readings can be large or run the other way. Potency is the fitted concentration of half-maximal effect. These rows are one share of the data; the hit share may differ from the screen's.

SMILES | p53null 39C kill | p53null 32C kill
COc1ccc(/C=N/Nc2nc(=O)[nH]nc2C)cc1[N+](=O)[O-] | 13% | -8%
O=C(NCc1ccco1)C(c1ccccc1)N(C(=O)Cc1cccs1)c1ccccc1 (stereo not given) | -3% | -1%
Cn1c(=O)cc(N2CCCCC2)[nH]c1=O | -9% | 0%
O=C(Nc1ccccc1C(=O)N1CCNCC1)c1ccco1 | 37%[activator] | 7%
CCOc1ccc2ccccc2c1/C=N/NC(=O)CNC(=O)C(c1ccccc1)c1ccccc1 | -14% | 0%
O=C(Nc1ccc2nc3ccccc3nc2c1)c1ccccc1 | -11%[1.84 µM] | ?
Cc1cc(C)n(C(=O)CCCCCC(=O)n2nc(C)cc2C)n1 | 14% | -11%
COCCn1nnnc1C(CC(C)C)N1CCN(c2ccccc2)CC1 (stereo not given) | 2% | -4%
CCCCCn1c(CCCNC(=O)CC)nc2ccccc21 | 12% | 7%
O=C(Cc1ccccc1)NC1CCS(=O)(=O)C1 (stereo not given) | 2% | -4%
CCOC(=O)c1sc(=S)n(-c2ccc(Cl)cc2)c1C | -3% | 0%
O=C(Nc1nnc(-c2ccccc2)s1)c1cccc(S(=O)(=O)N2CCOCC2)c1 | 9% | 2%
Cc1ccnc(NC(=O)COc2ccc3oc4c(c3c2)CCCC4)c1 | -4% | 7%
Cn1c(=O)c2c(SCC(=O)N3CCCc4ccccc43)nc(CC(C)(C)C)nc2n(C)c1=O | 11% | -5%
CCSc1nc2ccccc2n1Cc1ccccc1F | ? | -4%
Nc1nnc(SCc2ccccc2)n1-c1ccccc1 | -29% | -15%
COC(=O)C1=C(Nc2ccc(C)cc2)C=C(C)C(C(=O)OC)C1c1ccc(F)cc1 (stereo not given) | 26% | 4%
O=C1CCc2cc(S(=O)(=O)NCCC(=O)N3CCN(c4cccc(Cl)c4)CC3)ccc2N1 | -11% | 3%
CCOC(=O)CSc1nc2cc3c(cc2cc1CC)OCCO3 | 11% | -4%
O=C(NCc1ccco1)NC1CCCCC1 | 10% | -3%
COC(=O)c1ccc(-n2nc(C(F)(F)F)c3c2-c2ccoc2CC3)cc1 | -1% | -4%
Cc1ccc(C23CC4CC(CC(CC(=O)N5CCOCC5)(C4)C2)C3)cc1 | -7% | 2%
CCCOc1cc(C)c(Cl)cc1S(=O)(=O)N(CC)CC | -6% | 3%
Cc1ccc(OCC(=O)N2CC3(C)CC2CC(C)(C)C3)cc1 (stereo not given) | -3% | 1%
c1ccc(CSc2ccc(-c3cccs3)nn2)cc1 | -21% | ?
Cc1ccc2nc(/C(C#N)=C\c3ccc(N4CCOCC4)o3)[nH]c2c1 | -24% | -24%
Cc1ccccc1-c1nsc(SCC(=O)NCc2ccc3c(c2)OCO3)n1 | 5% | -13%
Cc1cc(=O)[nH]c(SCC(=O)N2CCCc3ccccc32)n1 | -2% | 5%
CCCCCCn1c(CN2CCN(C(=O)c3ccco3)CC2)nc2c1c(=O)n(C)c(=O)n2C | 2% | -8%
O=C(CCCN1C(=O)c2ccccc2C1=O)Nc1ccccn1 | -12% | -4%
CC(C)C(=O)Nc1cccc(C(=O)Nc2nnc(C(C)C)s2)c1 | -17% | -6%
Cc1cc(=O)c2cccc(Br)c2[nH]1 | 20% | 1%
COc1ccc(C(=O)OC(COc2ccccc2)Cn2ccnc2)cc1 (stereo not given) | -6% | -6%
O=C(O)c1ccoc1CN1CCCCC1 | -16% | 0%
COC(=O)C1=C(C)NC2=C(C(=O)CC(C)(C)C2)C1c1ccsc1 (stereo not given) | 12% | -11%
CC(C)C(OC(=O)c1cccs1)C(=O)NC1CCCCC1 (stereo not given) | -5% | -5%
O=C(N1CCCCCC1)n1c(Cc2ccccc2)nc2ccccc21 | -7% | -2%
CCOC(=S)N/C(=N\S(=O)(=O)c1ccccc1)c1ccccc1 | 6% | 2%
CCn1ncc(Br)c1C(=O)NC(C)c1ccccc1 (stereo not given) | -15% | 0%
CC(=O)NC1=NN(C(C)=O)C(C)(CS(=O)(=O)c2ccc(Cl)cc2)S1 (stereo not given) | 29% | 3%
O=C(CCc1ccccc1)Nc1ccccc1C(=O)NCc1ccco1 | -2% | 3%
CCCCOc1ccc(N(CC(=O)NCC2CCCO2)C(=O)CCC(=O)Nc2cc(C)ccn2)cc1 (stereo not given) | -10% | 2%
COc1ccc2c(c1)C1(Nc3ccccc3-c3nc4ccccc4n31)C(=O)N2C (stereo not given) | -3% | -3%
O=C(CSc1nnc(Cn2c(=O)sc3ccccc32)n1CCc1ccccc1)N1CCCC1 | -9% | 5%
O=C(c1ccccc1)c1nn(-c2ccccc2)c2nnc(Cc3ccccc3)c(=O)n12 | -2% | 8%
Cc1cc(C(=O)N/N=C2\CCCC(=O)C2)c(C)n1-c1ccccc1 | -2% | -5%
Cc1ccc2[nH]c(=O)c(CN(Cc3ccco3)C(=O)c3cccs3)cc2c1 | -2% | -5%
Cc1nc2sc(C(c3cccs3)N3CCC4(CC3)OCCO4)c(O)n2n1 (stereo not given) | 10% | 0%

Whole records, quoted from the list. Order of values: p53null 39C kill | p53null 32C kill
O=C(c1ccccc1)c1nn(-c2ccccc2)c2nnc(Cc3ccccc3)c(=O)n12 reads -2% | 8%
CCOC(=S)N/C(=N\S(=O)(=O)c1ccccc1)c1ccccc1 reads 6% | 2%

Two entries from above, set out differently.
O=C(CCc1ccccc1)Nc1ccccc1C(=O)NCc1ccco1
  p53null 39C kill: -2%	p53null 32C kill: 3%
Cc1ccc2[nH]c(=O)c(CN(Cc3ccco3)C(=O)c3cccs3)cc2c1
  p53null 39C kill: -2%	p53null 32C kill: -5%

Later entries:
SMILES | p53null 39C kill | p53null 32C kill
COC(=O)Cn1cc(C#N)c2ccccc21 | -10% | 2%
CCC1CCCCN1C(=O)c1c(-c2ccccc2)noc1C (stereo not given) | -9% | -9%
CN(C(=O)c1ccccn1)c1nnc(-c2cccnc2)s1 | -5% | -12%
CCCCNC(=S)NNC(=O)c1ccco1 | -5% | 1%
Cc1ccccc1-n1c(=O)c2ccccc2n2c(=O)[nH]nc12 | -17% | 2%
COc1ccc(CNC(=O)c2nnn(Cc3ccc(OC)cc3)c2N)cc1 | 7% | 5%
Clc1cccc(CSc2ncn(-c3ccccc3)n2)c1 | 15% | 0%
O=C(CCn1c(=O)sc2ccccc21)NCCCn1ccnc1 | -13% | 6%
COc1ccccc1-n1cnc2cc(C(=O)NC3CCCC3)ccc21 | -3% | -7%
CC(C)(C)C(=O)N(Cc1nc2ccccc2c(=O)[nH]1)Cc1cccs1 | -11% | -11%
O=C(CN1C(=O)c2ccccc2S1(=O)=O)NCCC1=CCCCC1 | 0% | 1%
Cc1ccc(-n2cnc3scc(-c4cccs4)c3c2=O)cc1 | 6% | 4%
CCCCN1C(=O)NC2NC(=O)NC21 (stereo not given) | -9% | 3%
COc1cc(OC)cc(-c2nc3ccccc3c(=O)o2)c1 | 14% | 6%
CCOC(=O)C(NC(=O)CC)(Nc1nc2c(s1)CCCC2)C(F)(F)F (stereo not given) | -2% | 8%
COc1ccccc1N1CCN(C(=O)c2oc3cc(C)cc(C)c3c2C)CC1 | -4% | 9%
CN1CN(C)c2cccc3cccc1c23 | -11% | -6%
COc1ccc(C2C(C(=O)N3CCN(c4ccccn4)CC3)CC(=O)N2c2ccc(OC)cc2)cc1 (stereo not given) | 2% | 1%
CSc1ncc(Cl)c(C(=O)Nc2cccc3ccccc23)n1 | 26%[1.84 µM] | -8%
O=S(=O)(c1ccccc1)N1c2cc(Cl)ccc2Oc2nc3ccccc3nc21 | 14% | -4%
COc1ccc(C2N3CC4(C)CN2CC(C)(C3)C4O)cc1OC (stereo not given) | 39% | 0%
COc1ccc(Cl)cc1NC(=O)c1ccccc1C | 10% | -1%
COc1c(C)cc(S(=O)(=O)NC2CC(C)(C)NC(C)(C)C2)c(C)c1C | 1% | -5%
CN(CC(=O)Nc1ccc(Cl)cc1)CC(=O)Nc1ccc(F)c(F)c1F | ? | -14%
Cc1csc(NC(=O)CCn2c(=O)oc3ccccc32)n1 | -3% | 2%
CCC(NC(=O)Nn1cnnc1)(C(F)(F)F)C(F)(F)F | 16% | 0%
CCN1CCN(C(=S)c2ccc([N+](=O)[O-])cc2)CC1 | -5%[1.84 µM] | 1%
CCN(CC)c1c(-c2ccccc2)c2cc(C)ccc2[nH]c1=O | 2% | 25%
O=C(c1ccccc1-c1nc(-c2ccccc2)no1)N1CCCC1 | -15% | -10%
COc1cccc(NCc2cc(=O)oc3cc(-c4ccccc4)c(O)cc23)c1 | -1% | -14%
CCc1ccc(OCC(=O)NNC(=O)CSc2nnc(-c3ccc(C)cc3)n2C)cc1 | -6% | 7%
O=C(c1ccccc1)c1ccc(N2CCOCC2)c(NC(=O)c2ccco2)c1 | 10% | -6%
COc1cc(C(=O)Nc2ccc3c(c2)C(=O)N(CCC(=O)O)C3=O)cc(OC)c1OC | 16% | -3%
COc1cc(C(=O)NCCN2CCCC2)cc(OC)c1OC | -15% | -2%
CC1Oc2ccccc2OC1C(=O)Nc1ccccn1 (stereo not given) | -4% | -1%
CCOc1ccc(NC(=O)c2sc(N3CCOCC3)nc2-c2ccccc2)cc1 | -12% | -9%
CCOC(=O)c1ccc(N2C(=O)C(O)=C(C(C)=O)C2c2ccccc2)cc1 (stereo not given) | 0% | -6%
COc1ccc2[nH]c(C)cc(=O)c2c1 | 28% | -3%
CC(=O)Nc1ccc2c(c1)nc(CCNC(=O)c1ccccc1)n2C | -9% | -9%
Cc1cccc2cc(C#N)c(SCC(=O)NCC3CCCO3)nc12 (stereo not given) | -7% | 2%
C=CCOc1ccccc1/C=c1\sc2nc(=O)c(C)nn2c1=O | 16% | -5%
COC(=O)C1CCN(C(=O)Cc2ccc(OC)c(OC)c2)CC1 | 6% | 6%
Clc1ccccc1-c1nnc(-c2ccccc2Cl)o1 | -15% | ?
CCCCCc1nnc(NC(=O)CS(=O)(=O)Cc2ccccc2)s1 | 0% | -2%
CCn1c(SCc2ccccc2)nnc1-c1cccs1 | 20% | 0%
CCOC(=O)c1[nH]c2ccccc2c1NC(=O)c1ccc(Br)o1 | 1% | -2%
Cc1cc(-c2nc3ncccc3o2)ccc1N | ? | 11µM*
Cc1cccc(NC(=O)C2CCCN2C(=O)OCC(C)C)c1C (stereo not given) | -8% | -7%
COc1ccccc1C(=O)NCCn1cc(SCC(=O)NCc2ccco2)c2ccccc21 | -20% | -2%
O=C(COC(=O)c1ccccc1NC(=O)C1CC1)c1ccc2c(c1)OCCO2 | -12% | -10%
Cn1c(Cn2c(=O)sc3ccccc32)nnc1SCC(=O)NCc1ccccc1Cl | 27% | 4%
O=C(COc1ccc([N+](=O)[O-])cc1)N/N=C/c1cc([N+](=O)[O-])ccc1N1CCOCC1 | -10% | -1%
O=C(NCc1ccc2c(c1)OCO2)C1CC(=O)N(c2ccc(F)cc2)C1 (stereo not given) | 9% | 0%
Cc1nn(C(C)c2n[nH]c(=S)n2-c2ccc(F)cc2)c(C)c1[N+](=O)[O-] (stereo not given) | 1% | 2%
CC(=C/C(=O)O)/C(=C/c1ccccc1)C(=O)O | 14% | -4%
CC1=C(C(=O)OC(C)C)C(c2ccc(C)o2)NC(=O)N1 (stereo not given) | 5% | 2%
O=C(NC1CCCCCC1)c1cccc(COCC(F)(F)F)c1 | -2% | -5%
COC(=O)c1cc(=O)nc2sc3cc(OC)ccc3n12 | 17% | -1%
Cc1ccccc1Nc1sc(C(=O)Nc2cccc(Cl)c2)c(N)c1C(N)=O | 17% | 14%
CC/C(O)=N\S(=O)(=O)c1ccc(N=NN(C)C)cc1 | 11% | 2%

The listing continues:
SMILES | p53null 39C kill | p53null 32C kill
Cc1nc(Cl)c(C(=O)NC(=O)Nc2cccc(C(F)(F)F)c2)c(C)c1[N+](=O)[O-] | 3% | -2%
CCOCCCNC(=S)NCCNc1nc2ccc(C)cc2cc1C#N | 3% | -2%
CCCc1cc(=O)[nH]c(SCc2cccnc2)n1 | -5% | 5%
CC1N=C2c3ccccc3N=C(SCc3cc(=O)n4cc(Cl)ccc4n3)N2C1=O (stereo not given) | 0% | -5%
O=c1c2c3c(sc2ncn1-n1cccc1)CCCCC3 | -20% | ?
O=C(CSc1ccc2nnc(-c3ccccn3)n2n1)NCc1ccc2c(c1)OCO2 | 0% | 8%
CCOC(=O)c1[nH]c(C)c(C(=O)N2CCN(C(=O)c3ccco3)CC2)c1C | -7% | 0%
O=C(NCC(=O)N(c1cnc2ccccc2c1)C(C(=O)NC1CCCC1)c1ccncc1)c1ccco1 (stereo not given) | 12% | 3%

Exported with two lines to a compound: part of the list above
Values in the order: p53null 39C kill	p53null 32C kill
- CCOCCCNC(=S)NCCNc1nc2ccc(C)cc2cc1C#N
    3%	-2%
- CCCc1cc(=O)[nH]c(SCc2cccnc2)n1
    -5%	5%
- CC1N=C2c3ccccc3N=C(SCc3cc(=O)n4cc(Cl)ccc4n3)N2C1=O (stereo not given)
    0%	-5%
- O=c1c2c3c(sc2ncn1-n1cccc1)CCCCC3
    -20%	?
